Screening data (PubChem)
Hep lipid drop: modulators of hepatic lipid droplet formation. AML12 mouse hepatocytes, oleate lipid droplets, BODIPY imaging. inhibition, % at 6.5 µM. actives 0.4% (n = 240,000). AID 1656;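 active means lipid droplet intensity inhibited by at least 50%, with more than 500 cells counted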
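Material: mouse AML12 hepatocyte cell line, fixed after treatment; Timing: compound with oleate, overnight; Technique: high-content imaging of BODIPY-stained droplets and DAPI nuclei; Probe or stimulus: oleate, 100 µM final; Dosing: compound at 6.5 µM only.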
b-catenin transl: alters nuclear translocation of beta-catenin in HeLa cells | immunofluorescence imaging | nuclear translocation activity, % at 5 µM | actives 0.3% (n = 190,000) | AID 1665;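 active means nuclear translocation activity above 50% at 5 µM, with a well cell count of 50 or more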;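 further: per-cell ratio of nuclear to cytoplasmic median beta-catenin stain intensity; plate controls were DMSO negative control for no effect and GSK-3 inhibitor IX positive control for full effect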
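test system = HeLa cells, endogenous beta-catenin | dosing = single 5 µM dose plus 0.02–20 µM confirmation series | times = compound treatment 24 h, 37°C, 5% CO2 | technique = beta-catenin immunofluorescence imaging with DAPI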
MT stabilizer: stabilizes microtubules in HeLa cells; HeLa tubulin immunostaining HCS, 24 h; share of cells brighter than vehicle mean+2SD; % tubulin-high responders, % at 10 µM; actives 0.83% (n = 200,000); AID 2205;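 active means plate Z-score above 3 for both tubulin-high and condensed-nucleus cell shares, with cell loss under 80%, at 10 µM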;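 further: anti alpha tubulin signal scored within the nucleus-defined area of each cell; some results filed as inactive read as strong as hits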
Myeloid diff 2: compounds promoting myeloid differentiation; ER-HoxA9 myeloid progenitors, lysozyme-GFP differentiation, flow cytometry; calls only at 10 µM; actives 1% (n = 360,000);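 active means normalized GFP-positive differentiation at or above the plate's own cutoff, the solvent-only control mean plus 3 SD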;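 further: cells exposed to compound for four days before flow analysis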
WT yeast gro inh: growth inhibition of WT yeast, mitochondrial fusion screen; mitochondrial fusion phenotypic screen, WT strain; inhibition, % at 10 µM; actives 2.1% (n = 190,000); in the data active means inhibition above about 58%; tested in S. cerevisiae
Autophagy HCS: modulators of autophagy | MEF GFP-LC3 puncta imaging; test concentration mostly 10 µM | AID 463193 | actives 0.98% (n = 190,000) | calls only at 10 µM (by protocol);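 active means percentage of spot-positive cells more than 3 SD above its plate mean, without a fluorescence outlier flag or 80% toxicity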;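 further: spot-positive cell cutoff set from DMSO-treated cells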
T cell HTS: T cell immune modulation candidate | 2C CD8+ T cell-vesicle binding, flow cytometry; hits give low values | actives 0.068% (n = 330,000) | calls only at 7 µM;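 active means response, share of CD8 T cells binding vesicles, and their 90th percentile fluorescence all below set limits, cut at about 80% in these data, passing the limit was not always enough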
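Assay system – 2C mouse CD8+ T cells · Also added – QL9-loaded Drosophila micro-vesicles · Timing – Cell–vesicle co-incubation 1.5 h at 37 °C, staining 20 min on ice · Signal – flow cytometry of vesicle-bound cells · Measure – percent CD8+ FL2 mean versus row control · Controls – Peptide-free naked vesicles (low) and QL9 vesicles with 0.7% DMSO vehicle (high)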
West Nile virus CPE: inhibition of WNV-induced cytopathic effect – cell-based, CPE readout (AID 1621); West Nile virus-infected cells, CPE inhibition; higher % means a stronger effect; one-dose CPE inhibition, % at 10 µM; IC50 in µM for titrated hits; actives 0.02% (n = 290,000); in the data active means a potency from the dose series; further: strong numbers were not always called active
Insulin prom up: MIN6 insulin promoter up-regulation; MIN6 insulin promoter-GFP reporter, high-content imaging; hits give high values; z-score at 5 µM; actives 0.3% (n = 190,000);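 active means z-score above 3 at 5 µM with at least 500 cells counted in the well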
WT yeast gro inh mutant strain: second read-out of WT yeast gro inh, no call of its own (marks repeat the call); inhibition, %; mitochondrial fusion phenotypic screen, mutant strain inhibition
Insulin prom up cell count: second read-out of Insulin prom up, no call of its own (marks repeat the call); cell count; measured here: cytotoxicity, nuclei count;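 total cells summed across four imaged fields per well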
Hep lipid drop cells 6.5 µM: further read-out of Hep lipid drop, marked with its call; cell count; measured here: cell count, cytotoxicity flag;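 cells counted across two imaged fields per well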
b-catenin transl cell count 5 µM: further read-out of b-catenin transl, marked with its call; cell count; measured here: cell count, cytotoxicity flag
T cell HTS vesicle-bound %: further read-out of T cell HTS, marked with its call; double positive events, %; measured here: CD8+ vesicle-bound cell fraction;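 binding gate set so that unloaded-vesicle control wells show 10% double positive cells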
MT stabilizer Hoechst-high %: second read-out of MT stabilizer, no call of its own (marks repeat the call); % Hoechst-high responders; measured here: nuclear condensation Hoechst responders;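 share of cells brighter than vehicle mean plus two SD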
MT stabilizer cytotoxicity %: further read-out of MT stabilizer, marked with its call; toxicity, %; measured here: cytotoxicity by cell density;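 0% = mean cell density of plate MIN control wells and 100% = no cells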
Autophagy HCS cell loss 18 h: second read-out of Autophagy HCS, no call of its own (marks repeat the call); toxicity, %; measured here: cell loss, nuclei count;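 cell loss after 18 h compound exposure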
Myeloid diff 2 GFP+ MAC1+ %: further read-out of Myeloid diff 2, marked with its call; GFP+ MAC1+ double positive, %; measured here: differentiation confirmed by MAC1 staining
* marks the source's active call; other numbers are inactive results; i = inactive; . = no result given.

SMILES	Hep lipid drop	Hep lipid drop cells 6.5 µM	b-catenin transl	b-catenin transl cell count 5 µM	MT stabilizer	MT stabilizer Hoechst-high %	MT stabilizer cytotoxicity %	Myeloid diff 2	Myeloid diff 2 GFP+ MAC1+ %	WT yeast gro inh	WT yeast gro inh mutant strain	Autophagy HCS	Autophagy HCS cell loss 18 h	T cell HTS	T cell HTS vesicle-bound %	West Nile virus CPE	Insulin prom up	Insulin prom up cell count
O=C(Cc1cccs1)N(Cc1ccco1)C1(C(=O)NC2CCCCC2)CCCCC1	5.9	766	.	.	3.6	1.3	4.3	i	0.0	5.2	-7.3	i	-11.9	i	41.8	-0.1%	.	.
CCCC1=C(C(=O)OCC)C(c2ccc(N(C)C)cc2)n2ncnc2N1 (stereo not drawn)	.	.	-0.6	1094	4.5	1.2	3.0	i	0.5	5.4	7.3	i	16.8	i	20.0	-0.5%	0.82	1102
CCC(C)NC(=S)Nc1ccc(C(=O)OC)cc1 (stereo not drawn)	-6.6	725	2.6	843	5.5	1.1	0.9	i	0.1	6.2	14.7	i	28.1	i	57.7	0.4%	.	.
O=C(O)c1cc2cc(OCc3ccccc3)ccc2[nH]1	.	.	-2.0	1330	3.7	2.1	4.2	i	1.6	-1.3	1.4	i	-18.2	i	17.7	0.7%	-0.02	1600
Cc1cc(C)n(-c2ncc(C#N)cn2)n1	-4.3	414	0.6	1499	1.9	1.9	3.5	i	0.1	9.1	17.1	i	-31.1	i	31.3	0.2%	.	.
CCn1ncc(S(=O)(=O)Nc2cccnc2)c1C	5.5	714	.	.	.	.	.	i	0.3	.	.	.	.	i	12.0	-0.1%	.	.
CC1Oc2ccccc2OC1C(=O)Nc1ccccn1 (stereo not drawn)	-6.7	685	-3.8	588	3.1	2.4	4.8	i	1.2	-0.4	4.1	i	-5.5	i	16.2	1.2%	.	.
CC1CCc2sc(C(=O)N(C)CC(=O)Nc3ccc(N4CCOCC4)cc3)cc2C1 (stereo not drawn)	26.5	804	.	.	.	.	.	i	4.1	.	.	.	.	i	59.4	-0.2%	.	.
Cn1c(CC(=O)Nc2ccccc2)n[nH]c1=S	-1.9	689	-0.4	1467	3.9	1.5	5.5	i	0.5	-7.5	0.9	i	17.8	i	23.4	0.1%	1.66	1497
COC(=O)c1cccc(NC(=O)CSc2ncn[nH]2)c1	1.3	770	-1.2	1078	2.4	1.3	2.4	i	0.7	53.8	-9.2	i	-3.7	i	29.7	0.3%	-0.45	1278
COCC(C)NC(=O)CSc1nnc(-c2cccc(S(=O)(=O)N3CCCCC3)c2)o1 (stereo not drawn)	3.9	703	-4.7	1162	3.9	2.4	6.3	i	2.1	14.3	12.3	i	4.0	i	33.3	-0.9%	-0.27	1622
COc1ccccc1OCCC(=O)OCC(=O)c1[nH]c(C)c(C(C)=O)c1C	5.4	693	-1.0	1084	3.6	1.4	0.6	i	1.1	4.3	-12.5	i	-4.5	i	26.1	0.1%	.	.
COc1ccc(CN(C)Cc2nc3scc(-c4ccccc4)c3c(=O)[nH]2)cc1OC	-14.5	642	-0.9	930	4.6	2.7	4.2	i	0.1	3.8	-20.5	i	-1.3	i	26.0	-2.2%	-0.28	1235
COc1ccc(CCN2CCCC(CN(C)Cc3cc(Cl)c(O)c(OC)c3)C2)cc1 (stereo not drawn)	-0.6	757	.	.	.	.	.	i	0.2	.	.	.	.	i	58.1	-0.6%	.	.
COc1cc2c3nc4n(c(=O)c3n(CC(=O)NCC3CCCO3)c2cc1OC)CCS4 (stereo not drawn)	13.3	791	.	.	.	.	.	i	0.6	.	.	.	.	i	40.6	0.8%	.	.
COc1ccccc1N1CCN(C(=O)c2sc3ncn(CC(=O)N4CCC(C)CC4)c(=O)c3c2C)CC1	-0.4	777	.	.	.	.	.	i	0.5	.	.	.	.	i	10.8	-0.1%	.	.
Cc1cccc(N2C(=O)SC(N(C)c3ccccc3)C2=O)c1 (stereo not drawn)	4.3	818	-5.5	1190	2.0	1.9	7.6	i	0.5	6.2	-19.6	i	-18.8	i	54.2	0.0%	0.12	831
Cc1cc(C)c(C#N)c(SCC(=O)NN2CC(=O)N(c3ccccc3F)CC2=O)n1	5.7	702	-3.2	589	3.0	4.2	2.5	i	0.3	-14.3	-0.6	i	-1.7	i	44.8	-0.4%	0.07	1193
O=C(CNC(=O)c1ccc(Cl)cc1Cl)OCC(=O)c1ccc2c(c1)OCCO2	-7.7	835	-4.6	995	2.5	1.3	3.1	i	0.9	10.7	24.6	i	-15.3	i	9.5	0.5%	1.2	912
Cc1occc(=O)c1OCc1ccc(Cl)cc1Cl	3.0	842	.	.	.	.	.	i	0.3	.	.	.	.	i	60.7	-0.3%	.	.
COc1ccc(C2(O)CCN(Cc3nnnn3Cc3ccc(F)cc3)CC2)cc1	.	.	-4.3	1032	3.3	1.2	2.9	i	2.8	-6.2	-23.6	i	1.4	i	21.5	-0.3%	-0.21	1337
CCOC(=O)c1c(COC(=O)c2ccco2)nc2ccccc2[n+]1[O-]	-4.0	736	.	.	3.1	2.9	24.3	i	1.2	3.4	14.7	i	-4.2	i	34.6	0.2%	0.15	1323
CCOc1ccc(CNC(=O)CCC(=O)n2nc(C)c3ccccc32)cc1	12.0	708	.	.	.	.	.	i	1.7	.	.	.	.	i	31.6	0.8%	.	.
Cc1ccc(NC(=O)CCNS(=O)(=O)c2ccc3c(c2)c(=O)n(C)c(=O)n3C)cc1C	-10.7	690	1.0	1087	3.3	3.6	8.1	i	0.4	-2.6	2.3	i	-6.3	i	50.0	0.5%	-0.4	1204
O=C(N/N=C/c1cccc(OCc2ccccc2)c1)c1ccc(Br)o1	-2.0	854	.	.	.	.	.	i	0.6	.	.	.	.	i	30.4	-0.1%	.	.
COC(=O)c1nn(-c2ccccc2)c(Cl)c1/C=N/OCc1ccc(Cl)cc1Cl	.	.	.	.	2.9	3.8	0.8	i	0.8	-3.3	-62.0	i	-26.0	i	48.0	0.2%	.	.
Cc1nc2ccccn2c1P(=O)(N1CCCCC1)N1CCCCC1	2.7	732	3.3	990	2.8	1.4	4.0	i	0.8	2.7	-6.8	i	3.8	i	30.0	-0.9%	.	.
COc1ccc(C(=O)C2CCCN(S(=O)(=O)c3cccc(C)c3)C2)c(C)c1 (stereo not drawn)	-2.5	749	.	.	.	.	.	i	1.0	.	.	.	.	i	9.2	0.5%	.	.
CCOC(=O)C1=C(C)N=C2SC(C)C(=O)N2C1c1cccc(F)c1 (stereo not drawn)	.	.	.	.	1.2	0.7	8.3	i	1.5	-1.9	3.6	i	-5.5	i	35.3	-0.9%	-0.36	859
CS(=O)(=O)N1CCN(C(=O)CSc2ccccc2)CC1	1.2	800	.	.	.	.	.	i	0.8	.	.	.	.	i	46.6	-0.5%	.	.
Cc1ccc(C)c(SCC(=O)OCC(=O)NCc2ccccc2)c1	-19.1	673	-0.7	1044	3.3	2.0	4.9	i	0.7	-1.9	9.2	i	7.9	i	53.1	0.3%	0.2	1179
O=C(Cn1c(-c2ccccn2)nc2ccccc21)NCCN1CCOCC1	5.9	771	-0.1	1039	3.4	2.0	5.3	i	6.7	4.8	5.0	i	-7.3	i	48.0	0.2%	-0.77	1253
CCN(CC)S(=O)(=O)c1ccc(OC(C)C)c(N)c1	-0.3	632	0.6	1059	3.0	2.6	6.7	i	0.5	-3.2	-2.5	i	-8.6	i	44.7	-0.1%	0.13	1323
Oc1cccc(Nc2nc(-c3ccccc3Cl)nc3ccccc23)c1	-1.2	826	.	.	.	.	.	i	0.9	.	.	.	.	i	63.9	-0.3%	.	.
CCCCNCCOCCOc1ccccc1-c1ccccc1	11.0	581	-0.8	994	2.9	4.3	4.7	i	0.6	10.1	-0.4	i	-3.2	i	46.4	-1.2%	-0.93	1155
O=[N+]([O-])c1cccc(N/N=C/c2cccc(O)c2O)c1	30.4	587	8.5	894	3.5	4.0	6.0	i	0.4	62.1*	53.4*	i	5.3	i	34.4	0.0%	.	.
O=C(CNC(=O)c1ccncc1)N/N=C/c1cccc([N+](=O)[O-])c1	-4.4	684	.	.	1.9	1.5	2.0	i	0.9	-4.7	-4.0	i	-40.7	i	48.4	0.9%	0.14	1157
COc1ccccc1-n1c(SCC(=O)NC(C)(C)C)nnc1-c1ccco1	-7.1	743	0.1	468	2.3	1.5	8.7	i	10.7	-4.8	1.4	i	-0.4	i	34.9	.	-0.58	1280
O=C(COc1ccc2ccc(=O)oc2c1)c1ccccc1	-1.0	641	-1.0	1347	.	.	.	i	0.3	.	.	.	.	i	36.0	0.4%	-0.38	1043
